High-throughput results: PubChem, National Center for Advancing Translational Sciences (NCATS)
LmPK inh – qHTS Assay for Inhibitors of Leishmania Mexicana Pyruvate Kinase (LmPK); Q27686; purified LmPK, Kinase-Glo ATP luminescence, 1 h; 290,000 tested, 0.37% active; Potency, µM (doses to about 57.5 µM), without a hit: top-dose activity change, negative = inhibition, actives largely listed as inhibitors; further: potency means the concentration at half of the fitted maximal effect
Target sequence (Q27686 whole entry, looked up): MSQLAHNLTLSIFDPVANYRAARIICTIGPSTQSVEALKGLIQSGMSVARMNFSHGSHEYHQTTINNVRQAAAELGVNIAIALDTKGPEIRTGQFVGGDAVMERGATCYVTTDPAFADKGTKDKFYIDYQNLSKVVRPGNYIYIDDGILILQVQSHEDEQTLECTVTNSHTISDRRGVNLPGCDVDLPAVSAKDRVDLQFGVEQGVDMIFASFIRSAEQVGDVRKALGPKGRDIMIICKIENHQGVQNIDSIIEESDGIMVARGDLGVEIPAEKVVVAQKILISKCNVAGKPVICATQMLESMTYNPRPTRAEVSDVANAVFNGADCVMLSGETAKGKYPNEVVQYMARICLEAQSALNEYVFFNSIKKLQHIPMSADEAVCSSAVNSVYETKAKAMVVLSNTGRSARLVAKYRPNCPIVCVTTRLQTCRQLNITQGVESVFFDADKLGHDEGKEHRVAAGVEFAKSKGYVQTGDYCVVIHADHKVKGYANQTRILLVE
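qHTS format; LmPK 0.1 nM; substrates PEP 0.5 mM and ADP 0.1 mM. One-hour room-temperature incubation, then coupled luciferase luminescence; 0.5 nM enzyme wells mark activation.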
AmpC detergent – qHTS Inhibitors of AmpC Beta-Lactamase (assay with detergent); Potency, µM (highest dose often 114 µM), without a hit: at the top dose activity change, negative = inhibition, hits mostly inhibitors; P00811; AID 485294, 2010; 370,000 tested, 0.041% active; AmpC hydrolysis of nitrocefin, absorbance 480 nm, 0.01% Triton;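 further: potency means the concentration at half of the fitted maximal effect; 0% = no-compound wells and -100% = no-enzyme wells; nearly all actives have a fitted effect of over 25% in size; some results filed as inactive show a strong effect at the top dose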
Target sequence (P00811 whole entry, looked up): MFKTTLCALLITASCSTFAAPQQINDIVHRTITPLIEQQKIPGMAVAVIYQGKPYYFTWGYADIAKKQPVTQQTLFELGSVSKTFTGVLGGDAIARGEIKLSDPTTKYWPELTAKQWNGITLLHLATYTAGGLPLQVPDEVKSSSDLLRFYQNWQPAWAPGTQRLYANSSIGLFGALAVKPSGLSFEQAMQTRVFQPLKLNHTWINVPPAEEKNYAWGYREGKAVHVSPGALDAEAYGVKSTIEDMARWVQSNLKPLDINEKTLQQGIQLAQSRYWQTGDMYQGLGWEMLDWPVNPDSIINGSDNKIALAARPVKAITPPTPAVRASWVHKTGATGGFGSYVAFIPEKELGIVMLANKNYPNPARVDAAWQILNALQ
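20 mM phosphate pH 7.0 + 0.01% (detergent screen) or 0.0001% Triton X-100; 5.3 nM AmpC reagent; cpd preinc 15 min RT; nitrocefin (800 uM stock) to start; A480 q20 s × 4 min; Activity was normalised to no-enzyme and no-compound control wells.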
AMA1 RON2 block – qHTS for Inhibitors of AMA1-RON; Towards Development of Antimalarial Drug Lead: Primary Screen | Plasmodium falciparum AMA1 (3D7) - RON2 peptide interaction | AlphaScreen AMA1-biotinylated RON2 peptide binding | Potency, µM (series often up to 58.2 µM), for inactives: top-dose activity change, negative = inhibition, most hits filed as inhibitors | 360,000 tested, 0.2% active;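 further: potency means the concentration at half of the fitted maximal effect; 0% = vehicle wells and -100% = peptide control; nearly all actives have a fitted effect of over 45% in size; some results filed as inactive show a strong effect at the top dose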
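AMA1 (3D7) with his tag at 25 nM final met compounds first, then biotinylated RON2 peptide at 25 nM; detection used donor plus acceptor beads, 10 µg/mL apiece, read by AlphaScreen after 30 min at room temperature.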
AmpC inh no detg – qHTS Inhibitors of AmpC Beta-Lactamase (assay without detergent); P00811; AmpC nitrocefin hydrolysis, absorbance 480 nm, 0.0001% Triton; Potency, µM (highest dose often 57.1 µM), for the others: top-dose activity change, negative = inhibition, actives largely listed as inhibitors; 330,000 tested, 0.52% active;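 further: potency means the concentration at half of the fitted maximal effect; plate controls were no compound for no effect and no enzyme for full effect; nearly all actives have a fitted effect of over 20% in size; some results filed as inactive show a strong effect at the top dose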
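20 mM phosphate pH 7.0 + 0.01% (detergent screen) or 0.0001% Triton X-100; 5.3 nM AmpC reagent; cpd preinc 15 min RT; nitrocefin (800 uM stock) to start; A480 q20 s × 4 min; Activity was normalised to no-enzyme and no-compound control wells.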
Tb PYK inh – qHTS of Trypanosoma Brucei Inhibitors; Potency, µM (doses to about 76.8 µM), for the others: at the top dose activity, negative = inhibition, most hits filed as inhibitors; pyruvate kinase (Trypanosoma brucei), Q57TT1; 410,000 tested, 0.12% active; TbPYK enzyme, Kinase-Glo Plus ATP luminescence, 45 min; further: potency means the concentration at half of the fitted maximal effect; nearly all actives have a fitted effect of over 50% in size
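T. brucei PYK with substrate was exposed to pin-transferred compounds across a concentration series, then started with 130 uM ADP (final). After 45 min at room temperature, Kinase-Glo Plus luminescence was read, normalized and curve-fitted.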
HCMV antiviral – qHTS Assay for inhibitors of the human cytomegalovirus (HCMV) | HFF cells, HCMV-luciferase reporter, 72 h; hits give low values | activity change, negative = inhibition, % at 57.5 µM | 410,000 tested, 4.5% active | AID 1259415, 2018; in the data active means activity change below about -60%; inconclusive means no clear call, values can overlap the other calls; inactive means above about -39%
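After 16 h attachment at 37C, HFF cells received test compound and HCMV-luciferase (1 PFU/cell); reporter luminescence read 72 h later, data normalized against buffer-only and known inhibitor Salinomycin.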
Sm TGR inh – qHTS Assay for the Inhibitors of Schistosoma Mansoni Peroxiredoxins | purified TGR, DTNB reduction, TNB absorbance 405 nm | Schistosoma mansoni thioredoxin glutathione reductase (TGR), Q962Y6 | 360,000 tested, 3% active | Potency, µM (titrated, usually from 114 µM), for the others: at the top dose activity change, negative = inhibition, most hits filed as inhibitors; further: potency means the concentration at half of the fitted maximal effect; nearly all actives have a fitted effect of over 60% in size
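TGR 20 nM + NADPH 100 uM (dispensed conc.), cpd preinc 15 min RT; start with NADPH (500 uM addition) then DTNB (15 mM addition). Kinetic TNB absorbance, 405 nm filter. Four-parameter Hill fit across titration.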
* marks the source's active call; other numbers are inactive results; ? = inconclusive; / = no result given; [ ] = another dose, or the depositor's remark. Unless noted, the call rests on the fitted dose curve; in most records, active means well fitted curve in the direction sought with a large enough effect; inconclusive means small, poorly fitted or top-dose-only effect, or another doubt; inactive means no such curve, though single readings can be large; an effect the other way counts as inactive or inconclusive. Unless noted, on the % scale 0 is the no-effect control and ±100 the full control effect.

structure,AmpC detergent,AMA1 RON2 block,AmpC inh no detg,Sm TGR inh,HCMV antiviral,Tb PYK inh,LmPK inh
COc1ccccc1CNC(=O)Cn1nnc(-c2ccncc2)n1,-1%,7%,-20%,-3%,-16,2%,5%
CN1CCN(C(=O)Nc2ccccc2)CC1,-11%,1%,-22%,/,-30,1%,-1%
CCc1cccc(CC)c1NC(=S)N1CCn2cccc2C1c1ccncc1 (stereo not given),4%,3%,-3%,-10%,1,9%,2%
O=C(O)c1ccccc1-c1cccc2nncn12,/,6%,/,/,18,-19%,/
CCOc1ccccc1N1CCN(CC(=O)Nc2cc(C)on2)CC1,-1%,-6%,-6%,5%,-34,-6%,-4%
C=CCn1c(=N)n(CC(=O)OC)c2ccccc21,-11%,-8%,-6%,3%,4,2%,-1%
O=C(NNC(=S)Nc1ccc(Cl)cc1)c1ccccc1OC(F)F,?,17%,-45%,-1%,?,-10%,2%
CO/N=C/c1c(-c2ccccc2)nn(C)c1Cl,-23%,0%,-13%,-11%,-34,-5%,10%
Cc1ccccc1OCCC(=O)NCCc1ccc(S(N)(=O)=O)cc1,-11%,-8%,-20%,-17%,-26,-6%,1%
COc1ccc(N2C(=O)CCC(C(=O)N3CCCCC3)C2c2ccc(F)cc2)cc1 (stereo not given),-4%,4%,53%,-7%,/,-12%,1%
O=C(Nc1cccc(-n2cnnn2)c1)c1ccc(OC(F)(F)F)cc1,-14%,-3%,-28%,-3%,-7,0%,6%
Cc1ccc(N2CC(C(=O)NCCCn3ccnc3)CC2=O)cc1 (stereo not given),-6%,6%,-22%,-1%,15,-5%,-1%
Cc1ccc(-c2csc(/C(C#N)=C/Nc3ccccc3SC(F)(F)F)n2)cc1,-12%,-7%,-2%,-5%,-7,-1%,1%
CCCn1c(SCC(=O)NC2CCCC2)nnc1-c1cccnc1,6%,-10%,-7%,-3%,-28,-23%,1%
CCn1c(SCC(=O)NC2CC2)nnc1-c1ccccn1,4%,-9%,-2%,-24%,-73*,-9%,-12%
CC(C(=O)NCCc1ccc(S(N)(=O)=O)cc1)N1C(=O)CC(C)(C)Sc2ccccc21 (stereo not given),-16%,-5%,-4%,-4%,-33,4%,6%
COc1cc(CNc2ncnc3c2ncn3[C@H]2CN(Cc3ccco3)C[C@@H](CO)O2)cc(OC)c1OC,/,-1%,/,/,54,-6%,/
CCOc1ccc(S(=O)(=O)N(C)c2ccc(OCC(=O)NCCc3ccc(OC)cc3)cc2)cc1,2%,0%,14%,-6%,?,-6%,0%
COc1ccc(S(=O)(=O)N2CCC(CN3C(=O)c4cccc5cccc(c45)C3=O)CC2)cc1,-7%,15%,-29%,-9%,6,-2%,3%
CN(C)c1ccc(C2C=C(c3ccccc3)Nc3nnnn32)cc1 (stereo not given),10%,/,/,1%,28,-12%,/

Reprinted from the part before: 5 entries, followed by the next part.
structure,AmpC detergent,AMA1 RON2 block,AmpC inh no detg,Sm TGR inh,HCMV antiviral,Tb PYK inh,LmPK inh
CC(C(=O)NCCc1ccc(S(N)(=O)=O)cc1)N1C(=O)CC(C)(C)Sc2ccccc21 (stereo not given),-16%,-5%,-4%,-4%,-33,4%,6%
COc1cc(CNc2ncnc3c2ncn3[C@H]2CN(Cc3ccco3)C[C@@H](CO)O2)cc(OC)c1OC,/,-1%,/,/,54,-6%,/
CCOc1ccc(S(=O)(=O)N(C)c2ccc(OCC(=O)NCCc3ccc(OC)cc3)cc2)cc1,2%,0%,14%,-6%,?,-6%,0%
COc1ccc(S(=O)(=O)N2CCC(CN3C(=O)c4cccc5cccc(c45)C3=O)CC2)cc1,-7%,15%,-29%,-9%,6,-2%,3%
CN(C)c1ccc(C2C=C(c3ccccc3)Nc3nnnn32)cc1 (stereo not given),10%,/,/,1%,28,-12%,/
CCOC(=O)c1cnc2ccc(Br)cc2c1NCCCN1CCOCC1,-1%,-5%,-4%,45µM*,-25,3%,-3%
Nc1ccc(Sc2ccc(N)cc2)cc1,/,-29%,/,/,-9,-2%,/
C=CCn1c(Cc2cccs2)nnc1SCC(=O)Nc1ccc(OC)cc1,-5%,2%,-24%,5%,-5,0%,-2%
Cc1cc(NC(=O)CSc2n[nH]c(-c3ccc(Cl)cc3Cl)n2)no1,4%,5%,-22%,-6%,-26,-4%,/
CC1=C(C(=O)N2CCOCC2)CC(CC(=O)NCc2ccco2)C(=O)N1Cc1ccccc1 (stereo not given),/,16%,/,/,-2,4%,/
CC(C)OC(=O)CNc1n[nH]c(=S)[nH]c1=O,5%,15%,-8%,0%,6,-1%,1%
CCOCC(=O)Nc1ccc(OCc2ccccc2)cc1,6%,-3%,9%,/,-20,-8%,-15%
COc1cc2cc(CN(Cc3cccnc3)C(=O)Nc3ccccc3F)c(=O)[nH]c2cc1OC,-5%,2%,-4%,11%,12,1%,-3%
COc1ccc(C(CC(=O)O)NC(=O)C(c2ccccc2)c2ccccc2)cc1 (stereo not given),-3%,-16%,-11%,14%,/,-6%,0%
Cc1cc(NS(=O)(=O)c2ccc(NC(=S)NC(=O)c3ccc(C(C)(C)C)cc3)cc2)no1,-6%,52%[activator],-20%,?,10,4%,3%
O=C(Cc1ccc(-n2c(=O)[nH]c3ccsc3c2=O)cc1)N1CCN(c2ccc(Cl)cc2)CC1,-8%,-14%,10%,4%,?,1%,0%
COc1ccc(Cl)cc1C(=O)N/N=C/c1ccc(N2CCOCC2)cc1,-4%,21%,-6%[2.29 µM],-10%,17,-6%,-1%
O=C(Nc1nccs1)C(NS(=O)(=O)c1ccc(Br)s1)c1ccccc1 (stereo not given),?,11%,-39%,1%,-21,-9%,4%
O=C(CN1CCN(CC(=O)c2ccc(Cl)cc2)CC1)c1ccc(Cl)cc1,/,24%,/,/,48,0%,/
OCCN1CCN(c2ncnc3c2ncn3[C@H]2CN(Cc3ccc(F)cc3)C[C@@H](CO)O2)CC1,/,-8%,/,/,-10,-29%,/
CCOC(=O)[C@]12CCC=C1N(Cc1ccco1)C(=O)[C@H](CC(=O)NCC1CCCCC1)C2,/,1%,/,/,43,-5%,/
COc1ccc(/C=C/C(=O)N2c3ccccc3Sc3ccc(C(F)(F)F)cc32)cc1,5%,-7%[2.32 µM],-18%,6%,-25,-12%,-3%
COC(=O)c1ccc2nc(C3CCCCC3)c3c(c2c1)CCC3,/,12%,/,/,-6,-2%,/
CC(C)(C)C(=O)/C(=C/c1ccncc1)n1cncn1,2%,-5%,-14%,/,-100*,-4%,2%
CCN(CC)c1ncnc2sc3c(c12)CCC3,-13%,-2%,-5%,-8%,?,-3%,-2%
Nc1cccn2c(-c3ccc(Cl)c(Cl)c3)cnc12,-2%,0%,?,-21%,88,-8%,6%
O=C(Oc1coc(CSc2nnc(NC(=O)C3CC3)s2)cc1=O)c1c(F)cccc1F,4%,0%,-32%,?,-22,-6%,12%
O=C(Cc1cccs1)Nc1ccc(S(=O)(=O)Nc2ncccn2)cc1,?,5%,-35%,1%,-30,-5%,9%
CC(NC(=O)CSc1nc2c(c(C(F)(F)F)n1)CCc1ccccc1-2)c1ccccc1 (stereo not given),4%,-13%,-7%,16%,?,-7%,3%
COc1ccccc1NC(=O)CSC1=NCCN1,-8%,4%,-26%,12%,?,0%,-1%
COc1ccc(S(=O)(=O)Nc2ccc(S(=O)(=O)Nc3ccc(F)cc3)cc2)cc1C,-4%,0%,-9%,-11%,-10,1%,2%
CC(=O)Nc1ccc(Nc2nc(C)cc(C)n2)cc1,?,-21%,-20%,5%,13,-3%,0%
O=S1(=O)[C@H]2C[C@@H]3C=C[C@@]2(CN1Cc1cccc(Cl)c1)O3,-14%,7%,7%,-18%,?,7%,-6%
N#CC(=C(O)COC(=O)CCCNC(=O)c1ccc(Cl)cc1)c1nc2ccccc2[nH]1,/,51%[activator],/,/,44,-10%,/
COc1ccc(S(=O)(=O)N2CCOCC2)cc1NC(=O)CN1C(=O)NC(C)(C2CC2)C1=O (stereo not given),?,-3%,-9%,-1%,-15,2%,/
O=C(NC1CCN(C(=S)NCc2ccco2)CC1)c1cccc(F)c1,-14%,-1%,-31%,10%,1,0%,4%
COc1ccc(NC(=O)CN2C(=O)NC(C)(c3ccccc3)C2=O)cc1Cl (stereo not given),?,5%,-25%,10%,-25,-10%,5%
C=CCn1c(SC)nnc1C1COc2ccccc2O1 (stereo not given),3%,-2%,-3%,-3%,-5,12%,11%
Cn1nnnc1SCC(=O)NCCCc1ccccc1,-11%,-16%,-22%,0%,31,-1%,-3%
O=C1O[C@@H](c2ccccc2)C[C@@H](O)C(=O)CCc2ccccc21,/,3%,/,/,4,4%,/
O=C(c1cc2cc(Br)ccc2o1)N1CCN(c2ccccc2)CC1,-4%,5%,-44%,4%,15,-1%,-2%
O=C(Oc1cccc([N+](=O)[O-])c1)C1CCN(C(=O)c2ccc(F)cc2)CC1,7%,-5%,-2%,-25%,-4,-4%,-8%
CCC(C)c1ccc(NC(=O)c2cccs2)cc1 (stereo not given),?,10%,-31%,12%,37,-11%,-9%
COc1ccccc1P(=O)(c1ccccc1)c1ccccc1NC(C)=O (stereo not given),2%,-4%,14%,8%,37,1%,3%
O=C(COc1ccc(Br)cc1)OCC(=O)N1CCOCC1,/,76%[activator],-3%,/,-27,-6%,/
O=C(NCc1ccc2c(c1)OCO2)c1cc(-c2ccccc2Cl)on1,-7%,0%,-33%,6%,-33,2%,-1%
O=C(Nc1nc(-c2ccccn2)cs1)c1cc(S(=O)(=O)N2CCOCC2)ccc1F,?,-48%,6%,-7%,5,2%,/
COc1ccc(C(NCC(=O)Nc2c(C)cccc2C)c2ccccc2)cc1 (stereo not given),?,?,22%,-9%,19,4%,-12%
